GLP1R ag – GLP-1 receptor (human) agonism; P43220; HEK293 GLP-1R CRE-luciferase, luminescence, 4-6 h; cells express a hypersensitive GLP-1R form; Potency, µM (doses to about 45.6 µM), without a hit: top-dose activation, most hits filed as activators; 380,000 compounds, 0.007% hits; note: potency is the fitted concentration of half-maximal effect; % of control where 0% means no effect
DRD3 antagonist – D3 dopamine receptor (human) antagonism. 360,000 compounds, 2.5% hits. P35462. D3R cells, DiscoveRx beta-arrestin luminescence, antagonist mode; hits give low values. max response, negative = inhibition, %. AID 652054; in the data active = max response below about -50%; inconclusive = no clear call, values can overlap the other calls; note: % is set by controls: 0 for no effect and ±100 for the full control effect; mostly tested at two doses, the higher about 12 µM
Target sequence (P35462 whole entry, looked up): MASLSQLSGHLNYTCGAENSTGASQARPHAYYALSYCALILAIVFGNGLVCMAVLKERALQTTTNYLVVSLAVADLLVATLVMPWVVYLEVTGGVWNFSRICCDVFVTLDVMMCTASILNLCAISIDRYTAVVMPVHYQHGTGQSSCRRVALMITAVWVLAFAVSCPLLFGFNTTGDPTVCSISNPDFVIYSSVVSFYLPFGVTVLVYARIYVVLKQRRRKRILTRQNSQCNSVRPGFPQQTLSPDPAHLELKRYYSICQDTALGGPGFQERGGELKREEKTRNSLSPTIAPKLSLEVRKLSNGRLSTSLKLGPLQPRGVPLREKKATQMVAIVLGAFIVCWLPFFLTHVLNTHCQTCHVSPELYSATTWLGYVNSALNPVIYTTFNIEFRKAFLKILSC
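Cells plated overnight at 1500 cells/well, then exposed to library compounds with dopamine controls for 90 minutes at 37 degrees C. DiscoveRx reagent added for 30–60 minutes at room temperature; luminescence read, quantitative HTS format.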
TDP-43 yeast inh – TDP-43 toxicity inhibition in yeast; TDP-43 expressing yeast growth rescue, BacTiter-Glo, 24 h; Potency, µM (titrated, usually from 46.1 µM), without a hit: at the top dose growth rescue (activation), usual class: activators; 410,000 compounds, 1.8% hits; note: potency is the fitted concentration of half-maximal effect; % of control where 0% means no effect; nearly all actives have a fitted effect of over 50% in size
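Galactose-induced TDP-43 yeast, OD600=0.02, compound pinned; 24 hr, 30 deg C; BacTiter-Glo luminescence for growth. Inhibitors of TDP-43 toxicity read as activators.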
DRD3 agonist – agonists of human D3 dopamine receptor; D3R DiscoveRx beta-arrestin cells, luminescence, 90 min; max activation, %; 410,000 compounds, 0.58% hits; AID 652048; in the data active = max activation above about 30%; note: 0% is about no effect; mostly tested at two doses, the higher about 12 µM
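Agonist-mode cell screen: cells plated at 1500/well and incubated overnight at 37 °C, then exposed to library compounds for 90 min at 37 °C. Detection reagent was added for 30–60 min at room temperature, and luminescence was read.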
aSyn rescue – alpha-synuclein toxicity inhibition in yeast | Potency, µM (highest dose often 46.1 µM), for the others: at the highest dose growth rescue (activation), hits mostly activators | 370,000 compounds, 0.14% hits | Yeast expressing alpha-synuclein, growth rescue, BacTiter-Glo, 24 h; note: potency is the fitted concentration of half-maximal effect; % of control where 0% means no effect; nearly all actives have a fitted effect of over 65% in size
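Galactose-induced alpha-syn yeast (OD600=0.02, raffinose-pregrown) + pinned cpd, 24 hr, 30 deg C; growth by BacTiter-Glo luminescence. Growth restoration scores as activation.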
KB-V1 MDR tox – kills drug-selected multidrug resistant KB-V1 cells. AID 1347076. KB-V1 MDR cells viability, CellTiter-Glo, 72 h. 400,000 compounds, 3.4% hits. Potency, µM (doses to about 46.1 µM), inactives show top-dose activity change, negative = cytotoxicity, actives largely listed as cytotoxic; note: potency is the fitted concentration of half-maximal effect; % is set by controls: 0 for no effect and ±100 for the full control effect; nearly all actives have a fitted effect of over 60% in size
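Cytotoxicity via CellTiter-Glo luminescence after 72 h compound exposure at 37 degrees C. Cells: drug-selected KB-V1 line, DMEM phenol-red free plus 10% FBS. Compounds tested at multiple concentrations; normalized data fitted to concentration-effect curves.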
GLP-1R inv ag – acts as inverse agonist at human GLP-1 receptor; 410,000 compounds, 1.6% hits; Potency, µM (series often up to 38.3 µM), without a hit: top-dose activity change, negative = inhibition, actives largely listed as inhibitors; HEK293 GLP-1R CRE-luciferase, luminescence, 24 h; GLP-1R form is constitutively active; AID 624417; note: potency is the fitted concentration of half-maximal effect; % is set by controls: 0 for no effect and ±100 for the full control effect; nearly all actives have a fitted effect of over 55% in size
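Cells are plated, allowed 12 hours at 37 deg C, then treated with compounds for 24 hr before luciferase detection reagent is added and luminescence is read after 12 min at room temperature. The HEK293 line carries constitutively active GLP-1R with a cAMP-responsive reporter.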
HEK293 tox – cytotoxic in the GLP-1 receptor inverse agonist counter-screen. HEK293 cAMP-luciferase reporter cells, luminescence, 24 h. Potency, µM (series often up to 38.3 µM), inactives show top-dose activity change, negative = inhibition, actives largely listed as inhibitors. 410,000 compounds, 0.13% hits. AID 624418;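 note: loss of luciferase light is scored as toxicity; potency is the fitted concentration of half-maximal effect; % is set by controls: 0 for no effect and ±100 for the full control effect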
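Compound-treated cells are incubated 24 hr at 37 deg C under 5% CO2 after a 12 hour attachment period, then luciferase detection reagent is added and luminescence is measured following 12 min at room temperature; lowered signal indicates toxicity.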
PTHR1 ag – activates the human parathyroid hormone receptor PTHR1 | HEK293 GP2 PTHR1 cells, GloSensor cAMP luminescence, 1 h | Q03431 | Potency, µM (series often up to 115 µM), inactives show top-dose activation, actives largely listed as activators | 410,000 compounds, 0.075% hits | AID 743266; note: potency is the fitted concentration of half-maximal effect; nearly all actives have a fitted effect of over 55% in size; some results filed as inactive show a strong effect at the top dose; inactives centre near -15; many of its hits are not listed in these tables
Target sequence (Q03431 whole entry, looked up): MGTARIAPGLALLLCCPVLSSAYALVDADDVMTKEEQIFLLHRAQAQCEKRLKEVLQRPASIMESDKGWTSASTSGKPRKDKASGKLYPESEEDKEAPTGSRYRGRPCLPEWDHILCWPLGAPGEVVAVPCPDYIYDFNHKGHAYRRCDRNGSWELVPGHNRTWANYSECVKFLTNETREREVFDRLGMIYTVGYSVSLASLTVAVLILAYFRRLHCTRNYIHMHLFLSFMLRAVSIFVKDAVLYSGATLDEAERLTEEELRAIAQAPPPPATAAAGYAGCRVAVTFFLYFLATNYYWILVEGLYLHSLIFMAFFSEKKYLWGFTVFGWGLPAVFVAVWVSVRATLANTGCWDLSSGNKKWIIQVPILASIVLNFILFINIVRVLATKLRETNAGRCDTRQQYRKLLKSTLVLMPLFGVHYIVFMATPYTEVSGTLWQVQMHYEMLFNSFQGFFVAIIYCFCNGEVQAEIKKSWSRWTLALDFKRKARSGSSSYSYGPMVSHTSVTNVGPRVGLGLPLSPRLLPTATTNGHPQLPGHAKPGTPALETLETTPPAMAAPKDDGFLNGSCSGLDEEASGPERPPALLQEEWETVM
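HEK-293-derived GP2 cells expressing PTHR1 and a GloSensor cAMP reporter, 3,000/well, plated overnight, given luciferin plus IBMX (each 0.5 mM as added) for 1 h at 37 °C, then compound for 1 h at 37 °C. Luminescence was read after 15 min at room temperature.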
Active calls of the source: *; [ ] = another dose, or the depositor's remark. Unless noted, calls come from the whole dose curve; as a rule, active = well fitted curve in the direction sought with a large enough effect; inconclusive = small, poorly fitted or top-dose-only effect, or another doubt; inactive = no such curve, though single readings can be large; an effect the other way counts as inactive or inconclusive.

`CN(C(=O)COC(=O)c1n[nH]c(=O)c2ccccc12)c1ccccc1` gave GLP1R ag -2%, DRD3 antagonist 18, TDP-43 yeast inh 13%, DRD3 agonist 3, aSyn rescue 1%, KB-V1 MDR tox -1%, GLP-1R inv ag 1%, HEK293 tox -10% and PTHR1 ag -5%.
For CC(C)c1onc(C(=O)N2CCCCC2)c1[N+](=O)[O-] the results were GLP1R ag -9%, DRD3 antagonist 24, TDP-43 yeast inh inconclusive, DRD3 agonist 1, aSyn rescue 1%, KB-V1 MDR tox 24%, GLP-1R inv ag -20%, HEK293 tox 4% and PTHR1 ag -1%.
COc1ccc(NC(=O)CN(C)C(=O)C(C)Oc2ccc(Br)cc2)cc1 (stereo not drawn) was read as GLP1R ag 10%, DRD3 antagonist 0, TDP-43 yeast inh inconclusive, DRD3 agonist -10, aSyn rescue 7%, KB-V1 MDR tox -9%, GLP-1R inv ag inconclusive, HEK293 tox -2% and PTHR1 ag -24%.
For O=C1CCc2cc(Br)ccc2O1 the results were GLP1R ag -2%, DRD3 antagonist 17, TDP-43 yeast inh -10%, DRD3 agonist -15, aSyn rescue -1%, KB-V1 MDR tox 28%, GLP-1R inv ag 19%, HEK293 tox -14% and PTHR1 ag inactive.
Screening COc1cc2[nH]c(=O)n(CCCC(=O)N3CCN(c4cccc(C(F)(F)F)c4)CC3)c(=O)c2cc1OC returned GLP1R ag -1%, TDP-43 yeast inh 9%, DRD3 agonist -8, KB-V1 MDR tox 25%, GLP-1R inv ag 6%, HEK293 tox 3% and PTHR1 ag -3%.
Screening CC(=O)c1cccc(NC(=O)C(C)OC(=O)CCCN=C2NS(=O)(=O)c3ccccc32)c1 (stereo not drawn) returned GLP1R ag 16%, DRD3 antagonist -17, TDP-43 yeast inh -24%, DRD3 agonist -21, aSyn rescue 0%, KB-V1 MDR tox 7%, GLP-1R inv ag 10%, HEK293 tox -2% and PTHR1 ag inactive.
For Cc1[nH]c2ccccc2c1/C=N/Nc1nc(Nc2ccccc2)nc(N2CCOCC2)n1 the results were GLP1R ag 2%, DRD3 antagonist 19, TDP-43 yeast inh inconclusive, DRD3 agonist 3, aSyn rescue 6%, KB-V1 MDR tox inconclusive, GLP-1R inv ag inconclusive, HEK293 tox -15% and PTHR1 ag 19%[57.5 µM].
COc1cccc2c1Oc1ncccc1N(C(=O)CCC(=O)NCCC(C)C)C2 was read as DRD3 agonist 2, KB-V1 MDR tox 3%, GLP-1R inv ag 13%, HEK293 tox 0% and PTHR1 ag 12%.
`O=C(CSc1nc2cccnc2n1Cc1ccccc1)NCc1ccco1` gave GLP1R ag -3%, DRD3 antagonist -3, TDP-43 yeast inh 18%, DRD3 agonist 0, aSyn rescue 3%, KB-V1 MDR tox -6%, GLP-1R inv ag -15%, HEK293 tox -10% and PTHR1 ag inactive.
Screening Cc1cccc(C(=O)NCc2ccco2)c1 returned GLP1R ag 2%, DRD3 antagonist 4, TDP-43 yeast inh -6%, DRD3 agonist 5, aSyn rescue 7%, KB-V1 MDR tox 10%, GLP-1R inv ag -15%, HEK293 tox -17% and PTHR1 ag -1%.
Screening Nc1ncnc2c1ncn2CCOc1ccccc1 returned GLP1R ag 19%, DRD3 antagonist 0, TDP-43 yeast inh 1%, DRD3 agonist -2, aSyn rescue 5%, KB-V1 MDR tox -2%, GLP-1R inv ag 114%[activator], HEK293 tox 19% and PTHR1 ag inconclusive.
For O=[N+]([O-])c1ccccc1CCc1cnc(Cl)s1 the results were GLP1R ag -6%, DRD3 antagonist 2, TDP-43 yeast inh inconclusive, DRD3 agonist -7, aSyn rescue 3%, KB-V1 MDR tox 17%, GLP-1R inv ag -10%, HEK293 tox 3% and PTHR1 ag inactive.
For O=C(NCCc1ccccc1)C1CCN(c2ncccn2)CC1 the results were GLP1R ag 6%, DRD3 antagonist 12, TDP-43 yeast inh 0%[0.397 µM], DRD3 agonist -4, aSyn rescue 7%, KB-V1 MDR tox -17%, GLP-1R inv ag -3%, HEK293 tox -2% and PTHR1 ag inactive.
`CCc1ccc(NC(=O)CSc2nc3ccccc3c(=O)n2CCNC(C)=O)cc1` gave TDP-43 yeast inh 0%, DRD3 agonist -3, KB-V1 MDR tox 4%, GLP-1R inv ag 2%, HEK293 tox 16% and PTHR1 ag -31%[inhibitor].
O=C(N[C@@H]1C/C=C\C[C@@H](CC(=O)N(CCO)Cc2ccccc2)C(=O)NCCOC1=O)OCC1c2ccccc2-c2ccccc21 was read as GLP1R ag -8%, DRD3 antagonist 7, TDP-43 yeast inh 14%, DRD3 agonist -6, aSyn rescue -1%, KB-V1 MDR tox -3%, GLP-1R inv ag 12%, HEK293 tox -8% and PTHR1 ag -27%.
`CC(=O)c1ccc(NC(=O)CNC2CCCCC2)cc1` gave GLP1R ag 8%, DRD3 antagonist -8, TDP-43 yeast inh -20%, DRD3 agonist -8, aSyn rescue 0%, KB-V1 MDR tox 0%, GLP-1R inv ag -2%, HEK293 tox 5% and PTHR1 ag -7%.
For Cc1ccc(O)c(C(=O)c2cc(C#N)c(=O)n(CC3CCCO3)c2)c1 (stereo not drawn) the results were GLP1R ag -26%, DRD3 antagonist 0, TDP-43 yeast inh -21%, DRD3 agonist -6, aSyn rescue 1%, KB-V1 MDR tox -12%, GLP-1R inv ag 7%, HEK293 tox 8% and PTHR1 ag -16%[57.5 µM].
CC1=C(C(N)=O)C(c2ccccn2)n2nc(SCc3ccccc3)nc2N1 (stereo not drawn) was read as GLP1R ag -5%, DRD3 antagonist 4, TDP-43 yeast inh -9%, DRD3 agonist -4, aSyn rescue -1%, KB-V1 MDR tox 9%, GLP-1R inv ag 2%, HEK293 tox -9% and PTHR1 ag inactive.
`Cc1ccc2[nH]cc(C(=O)CN3CCN(C)CC3)c2c1` gave GLP1R ag -19%, DRD3 antagonist 17, TDP-43 yeast inh -15%, DRD3 agonist 7, aSyn rescue 2%, KB-V1 MDR tox -4%, GLP-1R inv ag 0%, HEK293 tox 5% and PTHR1 ag inactive.
`Cc1cccc(OCC(=O)Nc2c(C(=O)Nc3ccc(F)cc3)oc3ccccc23)c1` gave GLP1R ag 0%, TDP-43 yeast inh inconclusive, DRD3 agonist 1, KB-V1 MDR tox -2%, GLP-1R inv ag -11%, HEK293 tox -14% and PTHR1 ag inactive.
For CN(C)CCCNc1ccc(S(N)(=O)=O)cc1[N+](=O)[O-] the results were GLP1R ag -1%, DRD3 antagonist -20, TDP-43 yeast inh -6%, DRD3 agonist -4, aSyn rescue -4%, KB-V1 MDR tox inconclusive, GLP-1R inv ag 9%, HEK293 tox -21% and PTHR1 ag -6%.
`CCOC(=O)C1=CN(Cc2ccc(Br)cc2)S(=O)(=O)NC1C` (stereo not drawn) gave GLP1R ag 2%, DRD3 antagonist 28, TDP-43 yeast inh -1%, DRD3 agonist 0, aSyn rescue 13%, KB-V1 MDR tox 1%, GLP-1R inv ag inconclusive, HEK293 tox 9% and PTHR1 ag -21%.
For CCOC(=O)c1cnc2c(cnn2C)c1Cl the results were GLP1R ag 18%, DRD3 antagonist -12, TDP-43 yeast inh -9%, DRD3 agonist 0, aSyn rescue -8%, KB-V1 MDR tox -16%, GLP-1R inv ag 47%[activator], HEK293 tox 6% and PTHR1 ag -7%.
CSc1ncccc1C(=O)OCC(=O)Nc1ccc2c(c1)OCO2 was read as GLP1R ag 15%, DRD3 antagonist -9, TDP-43 yeast inh 17%, DRD3 agonist -2, aSyn rescue -2%, KB-V1 MDR tox -10%, GLP-1R inv ag 12%, HEK293 tox 15% and PTHR1 ag -40%.
Screening CC1CN(C(=O)COC(=O)Cc2c(Cl)cccc2Cl)CC(C)O1 (stereo not drawn) returned GLP1R ag 4%, DRD3 antagonist 3, TDP-43 yeast inh -17%, DRD3 agonist -4, aSyn rescue 3%, KB-V1 MDR tox -1%, GLP-1R inv ag -4%, HEK293 tox 17% and PTHR1 ag -22%.
COc1ccc2c(c1OC)C(=O)OC2c1c(O)nc(SC)n(-c2ccccc2)c1=O (stereo not drawn) was read as GLP1R ag -3%, DRD3 antagonist -1, TDP-43 yeast inh -2%, DRD3 agonist 4, aSyn rescue 5%, KB-V1 MDR tox 17%, GLP-1R inv ag 1%, HEK293 tox 7% and PTHR1 ag inactive.
Cc1ccccc1N(CC(=O)N/N=C/c1cc(C)n(-c2ccccc2C)c1C)S(C)(=O)=O was read as GLP1R ag 0%, DRD3 antagonist -16, TDP-43 yeast inh 11%, DRD3 agonist -2, aSyn rescue 1%, KB-V1 MDR tox 18%, GLP-1R inv ag -16%, HEK293 tox 5% and PTHR1 ag -4%.
For CC(C)CCn1c(O)c(N=NC(=O)c2ccco2)c2ccccc21 the results were GLP1R ag 4%, DRD3 antagonist -5, TDP-43 yeast inh 17%, DRD3 agonist 1, aSyn rescue -4%, KB-V1 MDR tox 13µM*, GLP-1R inv ag 1%, HEK293 tox -12% and PTHR1 ag inactive.
Screening Clc1ccc(C2Nc3ccccc3-n3cccc32)cc1 (stereo not drawn) returned GLP1R ag 10%, DRD3 antagonist 8, TDP-43 yeast inh 0%, DRD3 agonist 2, aSyn rescue -5%, KB-V1 MDR tox -22%, GLP-1R inv ag -8%, HEK293 tox 23% and PTHR1 ag -1%.
`Nc1nc(-c2ccccc2)nn1C(=O)Cc1ccccc1` gave GLP1R ag -7%, DRD3 antagonist -4, TDP-43 yeast inh -15%, DRD3 agonist -8, aSyn rescue -2%, KB-V1 MDR tox 11%, GLP-1R inv ag 10%, HEK293 tox 6% and PTHR1 ag -19%[57.5 µM].

An excerpt, so the mix of outcomes need not match the whole.
